High-throughput results from PubChem.
IDE cell activ = IDE (human) activation, cell-based; HEK cells, FAbeta-B cleavage, fluorescence polarization; 0% vehicle, 100% cell-free pure enzyme wells; activation, % at 5.96 µM; actives 0.073% (n = 340,000);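 active means activation above the mean of all tested compounds plus 3 SD, set per screening campaign, cut at about 17% in these data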
CRFR2-BP antag = antagonists of CRF-binding protein/CRF-R2 receptor complex; HEK293 CRF-R2/CRF-BP, CRF-induced calcium fluorescence; inhibition, % at 11.8 µM; actives 0.59% (n = 350,000); AID 588475;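 active means inhibition of the ligand-induced calcium signal above about 50% at the single tested concentration, limit read from the data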
pCIP destab = p/CIP protein destabilization; Q05BA5; F442A p/CIP-EGFP cells, EGFP fluorescence, 16 h; decrease of EGFP signal, % at 10 µM; actives 0.01% (n = 290,000);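 active means EGFP signal decrease of at least 30% at 10 µM or well 3 SD below plate mean, unless failing retest; inactive means the rest, including hits failing retest or dose response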; further: some compounds called inactive have numbers as strong as hits; many of its hits are not listed in these tables
IMP-1 inhibitor = blocks Pseudomonas aeruginosa IMP-1 metallo-beta-lactamase; AID 1556; inhibition, % at 5.6 µM; purified IMP-1, nitrocefin hydrolysis, epi-absorbance fluorescence; actives 0.45% (n = 290,000);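 active means inhibition above the mean plus 3 SD of all compounds in the same screening run, cut at about 4.5% in these data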;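 further: 0% = IMP-1 with DMSO and 100% = DMSO wells lacking enzyme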
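system = purified recombinant IMP-1 beta-lactamase | amount = 0.2 nM IMP-1, as dispensed | medium = HEPES buffer pH 7.1 with ZnSO4 and Brij 35 | times = 25 °C, 15 min preincubation, 25 min reaction | detection = plate fluorescence quenching by hydrolysis product, ex 480/em 530 nm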
UBC9 SUMO inh = inhibitors of human SUMOylation (UBC9); inhibition, % at 35 µM; AID 2006; HTRF SUMOylation assay, SAE1/SAE2 + UBC9, in vitro; actives 0.36% (n = 290,000); in the data active means inhibition above about 50%, passing the limit was not always enough; further: strong numbers were not always called active
Target sequence (P63279 whole entry, looked up): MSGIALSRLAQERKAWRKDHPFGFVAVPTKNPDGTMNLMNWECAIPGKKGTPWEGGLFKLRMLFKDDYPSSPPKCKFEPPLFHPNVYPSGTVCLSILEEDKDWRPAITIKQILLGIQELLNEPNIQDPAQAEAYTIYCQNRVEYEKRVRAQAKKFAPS
VIM-2 inh = blocks Pseudomonas aeruginosa VIM-2 metallo-beta-lactamase; AID 1527; inhibition, % at 5.6 µM; purified VIM-2, nitrocefin hydrolysis, epi-absorbance fluorescence; actives 0.89% (n = 290,000);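 active means inhibition above the mean of all tested compounds plus 3 SD, cutoff set per screening run, cut at about 7.5% in these data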;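 further: red hydrolysis product quenches plate fluorescence so inhibitors raise well fluorescence; 0% = enzyme with DMSO and 100% = DMSO without enzyme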
NS3 helicase inh = HCV NS3 helicase inhibition; NS3 helicase DNA unwinding, Cy5 molecular beacon fluorescence; inhibition, % at 10.9 µM; actives 0.56% (n = 290,000); AID 1800;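 active means inhibition above the mean of all tested compounds plus 3 SD, set per campaign, cut at about 35% in these data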;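 further: 0% = DMSO wells and 100% = thioflavine S control wells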
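Assay system – hepatitis C virus NS3 helicase domain fragment enzyme · Buffer or medium – MOPS pH 6.5, MgCl2, DTT, Tween20, BSA · Reagent – Cy5/quencher beacon DNA duplex and ATP to start · Compound – single 10.9 µM dose · Timing – 1 h at 25 °C · Technique – Cy5 beacon fluorescence read at start and 1 h · Measure – % inhibition of unwinding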
GalR3 antag = antagonists of human GalR3 | O60755 | HEK293 GalR3-CNG cAMP membrane potential fluorescence; galR3 body fused to GalR1 C-terminus | inhibition, % at 3 µM | actives 0.44% (n = 360,000) | AID 651719;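 active means inhibition above the screen-wide average plus 3 SD, cut at about 13% in these data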;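 further: forskolin and galanin both at EC90 stimulate the cells; cAMP rise reported by CNG channel membrane potential dye signal; 0% = forskolin plus galanin with DMSO and 100% = forskolin alone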
Target sequence (O60755 1-299 limits assumed): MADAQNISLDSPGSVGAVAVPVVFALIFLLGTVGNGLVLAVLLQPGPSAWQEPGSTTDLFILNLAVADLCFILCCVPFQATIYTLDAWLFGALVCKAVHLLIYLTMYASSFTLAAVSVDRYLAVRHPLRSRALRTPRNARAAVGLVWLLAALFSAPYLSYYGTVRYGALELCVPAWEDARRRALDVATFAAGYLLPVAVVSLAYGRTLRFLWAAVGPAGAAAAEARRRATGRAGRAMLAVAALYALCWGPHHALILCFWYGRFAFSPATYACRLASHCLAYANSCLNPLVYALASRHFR
IDE cell inh = inhibitors of human insulin-degrading enzyme in cells; P14735; HEK cells, FAbetaB cleavage, fluorescence polarization; inhibition, % at 5.59 µM; actives 0.41% (n = 320,000); AID 434962;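 active means percent inhibition above the average of all tested compounds plus 3 SD, set per screening campaign, cut at about 16% in these data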;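 further: IDE supplied by intact live HEK cells; FP after avidin binding of uncleaved biotin substrate so inhibition keeps polarization high; 0% = DMSO wells and 100% = 60 µM reference IDE inhibitor Ii1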
Numbers without * were called inactive; . = not tested or not shown.

Value order – IDE cell activ, CRFR2-BP antag, pCIP destab, IMP-1 inhibitor, UBC9 SUMO inh, VIM-2 inh, NS3 helicase inh, GalR3 antag, IDE cell inh
> O=C(CNc1n[nH]c(=O)[nH]c1=O)N/N=C/C=C/c1ccccc1
    2, -4, -4, -3.2, 3, -4.2, 0, -6, -1
> COc1cccc(CNC(=O)CN2C(=O)NC(Cc3ccccc3)(c3ccccc3)C2=O)c1 (centres undefined)
    3, -8, ., ., ., ., ., -5, 3
> Cc1ccc(SC(C)c2nc(-c3ccccc3)no2)cc1 (centres undefined)
    9, 16, -4, -3.8, 0, 0.1, 3, -3, -12
> Cc1ccc(N(C)S(=O)(=O)c2cccc(C(=O)Nc3ccc(N4CCOCC4)cc3)c2)cc1
    -6, -5, ., ., ., ., ., -1, 9
> CCCCSc1ncnc2[nH]ncc12
    -2, -22, 8, 0.0, 2, -0.6, 13, -9, -2
> Cc1nc(NC(=O)CSc2nnc(C)n2CC2CCCO2)sc1C (centres undefined)
    2, 2, -7, -5.0, 19, -5.3, 3, -2, 8
> CCOC(=O)c1[nH]cc(-c2ccccc2)c1N1CCOCC1
    1, 11, -6, -0.1, 10, -0.5, 5, -3, 1
> CCn1c(SCC(=O)c2c(N)n(C3CC3)c(=O)[nH]c2=O)nnc1-c1ccccc1OC
    1, 6, ., ., ., ., ., -2, 0
> O=S(=O)(Nc1ccc(O)cc1)c1cccc2cccnc12
    -2, 3, -9, -4.3, 0, 1.2, 3, -1, 3
> O=C(c1cccs1)N1CCc2ccccc2C1
    -1, 18, -16, -3.1, 17, 2.0, 0, 2, -2
> COc1ccccc1CN1CC(C(=O)N(C)Cc2ccncc2C)CCC1=O (centres undefined)
    0, 1, -5, -3.3, 4, -0.2, 7, -6, 3
> O=C(c1cc2c(s1)-c1ccccc1S(=O)(=O)C2)N1CCN(Cc2ccccc2)CC1
    3, 1, -10, -3.2, 14, -0.4, -2, -4, 2
> O=C(CCc1nnc(CCCCc2ccccc2)o1)N1CCN(CCO)CC1
    2, 4, -5, -1.2, -2, -2.8, -3, -5, 7
> O=C(Cc1ccsc1)NCC(=O)Nc1ccccc1Br
    2, -3, ., ., ., ., ., -2, -2
> CCCCCn1c(CNC(=O)CCC)nc2ccccc21
    -3, -13, -2, -3.9, 12, -0.1, 2, ., -1
> COc1ccc(C(C)NC(=O)c2ccccc2Cl)cc1OC (centres undefined)
    -3, 24, -22, -4.5, 20, -4.3, -9, 3, 8
> O=C(c1cc(-c2cccs2)on1)N1CCCCC1
    11, -15, 5, -2.7, 14, -1.9, 9, -5, 3
> C=CC[C@@H](CC(=O)N(CCO)Cc1ccccc1)C(=O)NCCOC(=O)[C@H](CC=C)CC(=O)OC(C)(C)C
    2, 5, ., ., ., ., ., 0, 5
> CC(C)NCC(O)COc1ccc2c(c1)CCC2 (centres undefined)
    4, 8, -5, -2.8, 20, -2.8, -3, -8, -2
> NC(Cc1c[nH]c2ccccc12)C(=O)Nc1ccccc1 (centres undefined)
    1, -8, ., ., ., ., ., -8, 4
> CCOc1ccc(S(=O)(=O)N(CC(=O)N/N=C/c2ccc(-c3ccc([N+](=O)[O-])cc3)o2)c2ccccc2)cc1
    3, -15, -4, -2.8, 42, -0.6, 12, 2, 3
> CCOC(=O)c1sc2nc(C)nc(NCCc3ccccn3)c2c1C
    -3, -27, 5, -2.0, 3, 5.4, -6, -5, 3
> COc1ccc(CCNC(=O)C2CCN(C(=O)c3ccc(Cl)cc3)CC2)cc1OC
    4, 11, 0, -1.9, 10, -2.2, 12, 1, -1
> CCN1CCN(c2nc3c(c(=O)[nH]c(=O)n3C)n2CCSc2nc3ccccc3s2)CC1
    -2, -14, -22, -6.3, 24, -7.9, 7, ., 0
> COc1ccc(Nc2ncnc3sc(-c4ccccc4)cc23)c(OC)c1
    3, -2, 9, -1.9, 18, -4.4, -17, -7, -4
> COc1ccc(CNCCC(c2ccc(OC)cc2)c2ccccc2OC)cc1 (centres undefined)
    -2, 0, -5, -2.1, -8, 1.4, -61, -12, 3
> C[C@H](NC(=O)[C@@H]1CCC(=O)N1Cc1ccco1)c1ccccc1
    -3, -17, 2, -0.8, 2, -3.5, 4, 2, 5
> Cc1ccc(C)c(S(=O)(=O)c2c(C)cc(C)nc2Cl)c1
    0, 23, 1, -3.5, -4, -3.0, 11, -13, -2
> COC(=O)c1cc(NC(=O)CN2CCC(C(N)=O)(N3CCCCC3)CC2)cc(C(=O)OC)c1
    1, -4, 1, 0.7, -2, 3.8, -9, -2, 5
> CC1CN(Cc2cc(=O)oc3cc(O)c(Cl)cc23)CC(C)O1 (centres undefined)
    4, -2, -5, 1.0, 32, 0.8, 0, 7, -2
> CCCn1nc(NC(=O)CC)c2cc3cccc(C)c3nc21
    3, -25, -3, -2.0, 5, -1.9, -7, -11, -2
> COC(=O)C1=C(C)Nc2nc3ccccc3n2C1c1ccccc1F (centres undefined)
    ., -13, -7, -4.2, 23, -2.0, -6, -7, 2
> CSc1ccc(CN(C)C(=O)c2ccc(S(=O)(=O)Nc3ccccc3)cc2)cc1
    5, 28, ., ., ., ., ., 2, 2
> CC1(C)Cc2c(sc3c2c(=N)n(Cc2ccco2)c(=O)n3Cc2ccc(F)cc2)CO1
    1, -11, -3, -3.1, 2, 0.0, 2, -3, 1
> CCCOc1ccc(/C=N/Nc2ccccc2[N+](=O)[O-])c(O)c1
    -3, -16, -11, -3.8, 7, -1.6, 0, -4, 2
> S=C(NCCCn1ccnc1)Nc1cccc(Cl)c1
    6, -18, -3, -2.5, 24, -2.4, -9, -5, 1
> COc1ccc(Br)cc1S(=O)(=O)Nc1cccc(C)n1
    7, -1, -2, -1.6, 10, -2.5, 2, -1, 5
> O=C(COC(=O)CC1CC2CCC1C2)Nc1ccc(F)cc1Cl (centres undefined)
    4, 1, ., ., ., ., ., -4, 1
> COc1ccc(Cl)cc1C(=O)Nc1ccc(OCC(=O)N2CCOCC2)cc1
    2, 8, 2, -0.8, -8, 0.4, 6, 3, .
> CCOc1cc(S(=O)(=O)n2c(C)nc3ccccc32)ccc1F
    -5, 48, -4, -1.0, 21, 1.6, 6, -2, 3
> CN(Cc1c(C(=O)N/N=C/c2ccc(F)cc2)nnn1-c1nonc1N)C1CCCCC1
    6, 8, 4, 0.7, 5, 1.1, -5, -4, -5
> Cc1ccc(CC(=O)Nc2ccc(S(=O)(=O)Nc3ncccn3)cc2)cc1
    6, -2, 7, -1.9, -6, 0.6, 10, -8, -1
> Cc1cc(C)cc(Nc2c(F)c(F)c(F)c(F)c2C(=O)O)c1
    ., 52*, -5, -2.5, 11, -4.3, 28, -1, 0
> O=C(N/N=C/c1ccc2c(c1)OCO2)c1ccc(Cl)cc1Cl
    4, -4, -3, -1.7, -6, -0.8, 7, -6, -8
> CCc1c(C)nc2c(C)cccc2c1SCCC#N
    1, 1, -17, -2.7, -14, -3.8, -5, -8, 7
> COc1ccc2c(c1)c(=O)oc1c(C)c(OCC(=O)N3CCc4ccccc4C3)ccc12
    -2, -5, -8, -0.6, 31, -0.7, -4, 1, 0
> C/C(CC(=O)Nc1ccc2c(c1)OCCO2)=N\NC(=O)COc1ccc(C)cc1Br
    3, -3, 5, -0.9, -15, -3.8, -9, -3, 9
> COC(=O)c1[nH]c(C)c(/C(O)=C2\C(=O)C(=O)N(CCN3CCOCC3)C2c2ccccc2OC)c1C (centres undefined)
    0, 0, -6, -2.0, 10, 0.1, -3, -6, 3
> CC(C)(C)OC(=O)C[C@@H]1C/C=C\C[C@H](CC(=O)NCCO)C(=O)N[C@H](Cc2ccccc2)COC1=O
    5, 3, ., ., ., ., ., -4, 4
> CC1CCN(C(=O)CSc2nncn2-c2ccccn2)CC1
    -5, -29, -7, 2.1, 8, -1.5, -4, -4, 2
> O=C(Oc1cccc(-n2cnnn2)c1)C1CCCCC1
    0, -2, -3, -0.7, 7, -2.8, -1, -3, 0
> COc1cc(Cl)c(CC(=O)c2c[nH]c3ccccc23)cc1OC
    -2, 3, 7, -1.8, 4, -1.6, -16, -11, 1
> COCCn1c(SCC(=O)NCC2CCCO2)nc2c([nH]c3ccccc32)c1=O (centres undefined)
    -2, 5, -5, -3.0, 6, -3.3, 8, -4, 1
> O=C(CSc1nc2ccccc2o1)Nc1nc2ccccc2s1
    6, 4, 1, -3.0, 9, -3.2, 4, -6, -4
> CCN(c1ccccc1C(=O)O)S(=O)(=O)c1ccc2[nH]c(=O)[nH]c2c1
    -2, 6, -5, -3.3, 17, -1.5, 6, -2, .
> COc1ccc(NC(=O)CSc2nc(C)cs2)cc1OC
    5, 9, -12, -3.0, -4, -0.1, -6, 0, 3
> C#CCOCCOCCOCCNc1nc(N2CCN(C(=O)[C@H](CCC(=O)O)n3cc([C@@H](N)CC(N)=O)nn3)CC2)nc(N2CCN(C(=O)[C@H](CCC(=O)O)n3cc([C@@H](N)CC(N)=O)nn3)CC2)n1
    -4, -4, ., ., ., ., ., -5, 0
> O=C(NCc1nnc(SCC(=O)N2CCCc3ccccc32)n1-c1ccccc1)c1cccc2ccccc12
    2, -13, -8, -5.4, 7, -3.4, -6, -1, 1
> CCCn1c(N)c(C(=O)CSc2nc(C3CC3)n(-c3ccccc3)n2)c(=O)[nH]c1=O
    4, -14, ., ., ., ., ., -4, 5
> Cc1ccc(S(=O)(=O)N(C)Cc2cc3ccccc3[nH]c2=O)cc1
    -4, -4, -3, 1.4, 0, -5.3, 0, -3, -3
> OC(CN1CCN(c2ccccc2Cl)CC1)c1ccccc1 (centres undefined)
    2, -23, -8, -3.0, 10, -1.8, -6, 6, 4
